S1P2 blocker – antagonists of human S1P2 receptor. cell-based S1P2 antagonist assay, inhibition at 5 uM. 97,000 compounds, 0.21% hits. inhibition, % at 5 µM; in the data active means inhibition above about 45%;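 further: CRE beta-lactamase reporter cells expressing human S1P2 stimulated with S1P; 0% = agonist at EC80 alone and 100% = agonist plus reference antagonist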
LYP act – increases human PTPN22 phosphatase activity. activation, % at 2 µM. recombinant LYP, DiFMUP fluorescence; 0 = plate median, 100 = signal doubled. 96,000 compounds, 0.11% hits. Q9Y2R2;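 active means activation at 2 µM above a set limit, the mean plus 5 SD, cut at about 37% in these data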
EphB4 ephrin blk – blocks human EphB4 binding to ephrin-B2; P54760; EphB4 LBD / TNYL-RAW-Alexa532 peptide, fluorescence polarization; inhibition, % at 7 µM; 97,000 compounds, 0.15% hits; AID 720;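 active means inhibition above the screen-wide mean inhibition plus 3 SD, cut at about 15% in these data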;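 further: 0% = DMSO wells and 100% = excess unlabeled TNYL-RAW peptide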
Target sequence (P54760 whole entry, looked up, the tested form may be a part): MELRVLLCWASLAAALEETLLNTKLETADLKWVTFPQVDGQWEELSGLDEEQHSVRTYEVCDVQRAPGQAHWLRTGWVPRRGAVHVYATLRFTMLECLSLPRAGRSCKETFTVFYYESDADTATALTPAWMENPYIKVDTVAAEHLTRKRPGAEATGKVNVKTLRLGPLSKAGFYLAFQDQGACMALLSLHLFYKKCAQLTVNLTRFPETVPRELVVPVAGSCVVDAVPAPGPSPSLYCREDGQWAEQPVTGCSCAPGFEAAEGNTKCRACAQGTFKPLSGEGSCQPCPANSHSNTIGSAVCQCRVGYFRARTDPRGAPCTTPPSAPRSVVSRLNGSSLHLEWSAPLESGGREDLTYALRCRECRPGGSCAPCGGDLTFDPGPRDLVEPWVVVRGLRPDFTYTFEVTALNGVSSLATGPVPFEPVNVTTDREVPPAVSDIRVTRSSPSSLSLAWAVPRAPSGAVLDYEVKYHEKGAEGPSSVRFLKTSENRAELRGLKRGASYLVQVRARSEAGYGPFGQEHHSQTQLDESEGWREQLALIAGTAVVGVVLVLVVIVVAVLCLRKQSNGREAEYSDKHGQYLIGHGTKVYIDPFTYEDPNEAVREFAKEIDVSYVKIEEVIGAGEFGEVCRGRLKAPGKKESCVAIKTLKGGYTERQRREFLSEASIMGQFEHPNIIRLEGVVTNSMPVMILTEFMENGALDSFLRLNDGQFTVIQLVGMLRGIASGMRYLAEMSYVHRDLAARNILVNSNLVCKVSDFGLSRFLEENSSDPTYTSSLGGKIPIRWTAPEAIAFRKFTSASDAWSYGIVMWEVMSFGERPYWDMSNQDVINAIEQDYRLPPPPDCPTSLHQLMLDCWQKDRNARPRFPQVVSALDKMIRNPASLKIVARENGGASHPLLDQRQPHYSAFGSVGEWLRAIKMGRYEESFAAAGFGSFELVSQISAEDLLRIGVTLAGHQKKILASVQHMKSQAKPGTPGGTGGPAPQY
HIV Rev-RRE inh – inhibitors of HIV-1 Rev-RRE RNA interaction. 97,000 compounds, 0.79% hits. inhibition, % at 8 µM. P05866. Rev peptide-RRE RNA binding, FRET;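 active means inhibition above the screen-wide mean plus 3 SD, cut at about 35% in these data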;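 further: 0% = median DMSO wells and 100% = median Neomycin B control wells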
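System: Cy5-labelled duplex RRE RNA binding fluorescein-labelled HIV Rev peptide; Signal: fluorescein-to-Cy5 FRET, 480 nm excitation; Also added: labelled Rev peptide; Compound: one concentration, 8 µM nominal; Buffer or medium: HEPES pH 7.5 salt buffer with EDTA; Read-out: % inhibition of FRET ratio versus controls; Schedule: 5 min preincubation and 15 min binding, 25 °C.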
LYP inh 2 – inhibitors of human LYP (PTPN22) phosphatase | inhibition, % at 2 µM | AID 640 | Q9Y2R2 | recombinant LYP catalytic domain, DiFMUP fluorescence | 96,000 compounds, 0.21% hits;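 active means inhibition at 2 µM at or above a set limit, the screen mean plus 3 SD, cut at about 24% in these data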;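 further: 0% = DMSO with enzyme and 100% = enzyme fully blocked by orthovanadate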
FAK inh – blocks human focal adhesion kinase activity. inhibition, %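 (tested at 7 µM)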. biochemical FAK kinase activity assay. 97,000 compounds, 0.84% hits. AID 727. Q05397; in the data active means inhibition above about 19%;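 further: 0% = DMSO and 100% = reference compound high control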
PostGolgi yeast – growth inhibition of a yeast mutant, post-Golgi transport screen. inhibition, % at 10 µM. post-Golgi transport phenotypic cell assay. 98,000 compounds, 0.9% hits. AID 739;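 further: yeast cells grown in 1536-well plates; yeast grown about 18 h at 30C before absorbance read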
PostGolgi ctrl – yeast control strain growth, post-Golgi counter-screen. 98,000 compounds, 5% hits. efflux-deficient yeast background strain, growth absorbance A615, 16 h. AID 738. inhibition, % at 10 µM
S1P2 ag – activates the human S1P2 receptor; 97,000 compounds, 0.46% hits; S1P2-expressing cell line, agonist reporter read-out; activation, % at 4.5 µM; O95136; in the data active means activation above about 16%;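 further: 0% = vehicle low control and 100% = maximal reference agonist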
Starred values were filed as active, the others as inactive; x = no result given. Unless noted, no stated cut-off is given here; in the data, active means inhibition above about 30%; inactive means the rest.

The line under a structure holds: S1P2 blocker | LYP act | EphB4 ephrin blk | HIV Rev-RRE inh | LYP inh 2 | FAK inh | PostGolgi yeast | PostGolgi ctrl | S1P2 ag
Cc1cc(C(=O)CN2C(=O)NC3(CCCc4ccccc43)C2=O)c(C)n1C (stereo not drawn)
→ -16 | -1 | 4 | 2 | 2 | -1 | -9 | -3 | -8
CCc1ccc(-n2c(SCc3c(C)noc3C)nnc2-c2ccncc2)cc1
→ -23 | 6 | -3 | 2 | -6 | 0 | -2 | 5 | -3
CCOc1cc(/C=C2/C(=O)ON=C2C)ccc1OCc1ccc(F)cc1
→ -20 | -1 | 2 | 1 | 5 | -2 | 9 | 2 | -1
CCOc1cccc(=O)c2c(C)oc(C)c12
→ 6 | 8 | -4 | 3 | -8 | 3 | 5 | -1 | -1
Cn1cnnc1SC(C(=O)Nc1ccc(F)cc1)c1ccccc1 (stereo not drawn)
→ -1 | 3 | -2 | 6 | -6 | 3 | 1 | 3 | -6
COc1cc(Br)cc2cc(C(=O)OC3CCN(C)CC3)c(=O)oc12
→ 4 | 1 | 2 | -2 | -1 | 4 | x | x | -4
Cc1nc2ccccc2c(=O)n1N
→ -2 | -10 | 1 | 4 | 7 | 2 | -4 | 6 | -1
Cc1ccccc1Nc1nnc(SCC(=O)NCc2ccco2)s1
→ 0 | -5 | 6 | -5 | 4 | 15 | 9 | -2 | -5
CCCC(=O)n1nc(-c2ccc(OC)cc2)nc1N
→ -16 | -4 | -2 | 0 | 2 | 0 | 6 | 3 | -2
CCN1CCN(c2nc3ccccc3nc2C(C#N)S(=O)(=O)c2ccc(C)cc2)CC1 (stereo not drawn)
→ -2 | 0 | -7 | 2 | -1 | 1 | -3 | 14 | -2
CCOC(=O)N1CCN(c2c(N3CCc4ccccc43)c(=O)c2=O)CC1
→ 8 | x | 1 | 4 | x | 1 | 0 | 2 | -1
COc1ccc(-n2c(C)nc3cc(C(=O)NCCN4CCOCC4)ccc32)cc1
→ -13 | -2 | 3 | 0 | -1 | 0 | 2 | 2 | -1
COc1cccc(C(=O)NNC(=O)C2CC(C)=C(C)CC2C(=O)O)c1 (stereo not drawn)
→ 7 | 13 | -2 | 2 | -8 | 0 | -8 | 5 | -7
CCc1ccccc1NC(=O)/C(=C/c1ccccc1)c1ccccc1
→ 10 | 10 | -11 | 20 | -6 | 5 | -3 | 25 | 0
COc1cc(NC(=S)NC(=O)c2ccc(C)cc2C)ccc1NC(=O)c1cccs1
→ 7 | 15 | -8 | 6 | -11 | 5 | 6 | -1 | -3
COC(=O)C1CCN(S(=O)(=O)c2cn(C)c(=O)n(C)c2=O)CC1
→ 13 | -6 | -2 | 6 | 3 | -1 | -1 | 11 | -4
CC(OC(=O)CN(C)S(=O)(=O)c1ccc(Cl)cc1)C(=O)Nc1ncc(Cl)cc1Cl (stereo not drawn)
→ 0 | 7 | 6 | 3 | -5 | -7 | 9 | 5 | -3
CC(=O)Nc1cc(C(F)(F)F)ccc1Oc1cccc(Br)c1
→ 5 | 0 | 6 | 22 | 2 | 0 | 0 | 18 | -6
Cc1nc(SCC(=O)N2c3ccccc3Sc3ccccc32)n[nH]1
→ -45 | -6 | -3 | 1 | 5 | 1 | -4 | 0 | -4
CN1CCc2nc(SCc3ccc(Cl)cc3)c(C#N)c(-c3cccs3)c2C1
→ 10 | 31 | -3 | 40* | -27 | 7 | x | x | -3
COc1ccc(N(CC(=O)N2CCc3ccccc3C2)S(C)(=O)=O)cc1
→ -2 | 7 | -7 | 2 | -6 | 0 | -5 | -2 | -3
N#CCCn1c(=S)[nH]c2ccccc21
→ 11 | -2 | 12 | 6 | 0 | -1 | -3 | -6 | 0
CC1(C)CC2CC(C)(CN2C(=O)c2cc(-c3ccccc3O)on2)C1 (stereo not drawn)
→ 1 | -14 | 1 | 14 | 14 | 1 | 11 | 78* | -3
O=C(NCCO)C(c1ccccc1)c1ccccc1
→ 21 | 0 | -3 | 12 | -1 | 6 | -1 | -11 | -5
COc1ccc(CN2CCNC(=O)C2CC(=O)O)cc1OC (stereo not drawn)
→ 19 | 1 | 6 | 10 | -4 | -1 | -1 | 6 | -5
COC(=O)c1cc2occc2n1Cc1c(F)cccc1Cl
→ 16 | -6 | -1 | 10 | 3 | 4 | -3 | 11 | -8
CCc1c(C)nc2ncnn2c1Nc1ccc(C#N)c(Cl)c1
→ -6 | 0 | -2 | 7 | -1 | 4 | 1 | 13 | -3
CCc1ccc(OCC(=O)N(C)C)c(Br)c1
→ -7 | 3 | -1 | -1 | -3 | 2 | 3 | 1 | -4
O=C(Nc1ccccc1)N1CCN(Cc2ccccc2)CC1
→ 2 | -1 | 5 | 8 | -4 | -1 | -5 | -5 | 0
Cc1ccc(NC(=O)N2CCCC2C(=O)NCc2cccs2)cc1 (stereo not drawn)
→ -10 | 8 | 4 | 0 | -9 | 4 | x | x | 0

Part of the list above in order of heavy-atom count, smallest number first.
The line under a structure holds: S1P2 blocker | LYP act | EphB4 ephrin blk | HIV Rev-RRE inh | LYP inh 2 | FAK inh | PostGolgi yeast | PostGolgi ctrl | S1P2 ag
CCc1ccc(OCC(=O)N(C)C)c(Br)c1
→ -7 | 3 | -1 | -1 | -3 | 2 | 3 | 1 | -4
CCCC(=O)n1nc(-c2ccc(OC)cc2)nc1N
→ -16 | -4 | -2 | 0 | 2 | 0 | 6 | 3 | -2
CC(=O)Nc1cc(C(F)(F)F)ccc1Oc1cccc(Br)c1
→ 5 | 0 | 6 | 22 | 2 | 0 | 0 | 18 | -6
Cc1nc(SCC(=O)N2c3ccccc3Sc3ccccc32)n[nH]1
→ -45 | -6 | -3 | 1 | 5 | 1 | -4 | 0 | -4
CC1(C)CC2CC(C)(CN2C(=O)c2cc(-c3ccccc3O)on2)C1 (stereo not drawn)
→ 1 | -14 | 1 | 14 | 14 | 1 | 11 | 78* | -3
CCOC(=O)N1CCN(c2c(N3CCc4ccccc43)c(=O)c2=O)CC1
→ 8 | x | 1 | 4 | x | 1 | 0 | 2 | -1
CN1CCc2nc(SCc3ccc(Cl)cc3)c(C#N)c(-c3cccs3)c2C1
→ 10 | 31 | -3 | 40* | -27 | 7 | x | x | -3
CC(OC(=O)CN(C)S(=O)(=O)c1ccc(Cl)cc1)C(=O)Nc1ncc(Cl)cc1Cl (stereo not drawn)
→ 0 | 7 | 6 | 3 | -5 | -7 | 9 | 5 | -3
COc1cc(NC(=S)NC(=O)c2ccc(C)cc2C)ccc1NC(=O)c1cccs1
→ 7 | 15 | -8 | 6 | -11 | 5 | 6 | -1 | -3
CCN1CCN(c2nc3ccccc3nc2C(C#N)S(=O)(=O)c2ccc(C)cc2)CC1 (stereo not drawn)
→ -2 | 0 | -7 | 2 | -1 | 1 | -3 | 14 | -2

Next part:
structure	S1P2 blocker	LYP act	EphB4 ephrin blk	HIV Rev-RRE inh	LYP inh 2	FAK inh	PostGolgi yeast	PostGolgi ctrl	S1P2 ag
CNC(=O)C1CC(=O)N(CCCc2ccccc2)C(=Nc2ccccc2)S1 (stereo not drawn)	-10	7	2	7	-4	-2	-2	14	-1
CCOC(=O)C(NC(C)=O)(Nc1ccc(S(=O)(=O)Nc2cc(C)on2)cc1)C(F)(F)F (stereo not drawn)	-11	9	2	7	-10	4	x	x	1
O=C(CCN1C(=O)c2ccccc2C1=O)Nc1cccc(S(=O)(=O)N2CCCCC2)c1	-1	4	-4	5	-5	-1	-5	8	-5
COc1ccc(NC(=O)CN2CCCC(C)C2)c([N+](=O)[O-])c1 (stereo not drawn)	-10	-11	2	6	14	1	8	1	-5
COc1ccc(C(=O)NCC(=O)OCC(=O)Nc2cc(OC)ccc2OC)cc1	-12	9	-1	2	-9	-1	4	-8	-4
CCOc1ccc(NC(=O)C2CCC(N3C(=O)C4CC=CCC4C3=O)CC2)cc1 (stereo not drawn)	2	3	-2	0	-5	-5	6	4	-6
O=C(c1nn2c(C(F)(F)F)cc(-c3ccc(F)cc3)nc2c1Cl)N1CCOCC1	11	-6	5	5	4	5	-4	4	-7
COCCCNC(=O)c1c(N)n(-c2cccc(S(N)(=O)=O)c2)c2nc3ccccc3nc12	-15	-2	-5	1	0	-3	-7	-1	11
Cc1ccc(C)c(N(CC(=O)NCc2ccc3c(c2)OCO3)C(=O)CCC(=O)Nc2ccccn2)c1	0	-1	0	4	2	2	-1	30*	-6
COc1ccc2nc(N3CCCCC3)c(C#N)cc2c1	22	3	3	25	-6	4	0	27	-3
O=C1C2C3C=CC(C3)C2C(=O)N1c1ccc(-c2nc3ccccc3o2)cc1 (stereo not drawn)	-15	0	5	10	-3	9	19	7	-5
c1ccc2c(c1)ccc1nnc(SCc3ccc4c(c3)OCO4)n12	4	-4	1	7	3	1	-7	6	-1
COc1ccc(NC(=O)CCNC(=O)Cn2ccc3ccccc3c2=O)c(OC)c1	15	8	0	3	-5	-3	-7	5	-4
Cc1cc(C)c(C(N)=O)c(SCC(=O)c2ccc(Cl)cc2)n1	-2	-3	3	3	7	-11	-6	-10	-9
CC(C)Cc1[nH]c(=O)c(C#N)c2c1COC(C)(C)C2	-4	1	-5	0	-2	-1	3	-3	-3
COc1ccccc1C(=O)Nc1cc2cc(Br)ccc2oc1=O	9	-2	3	9	3	0	x	x	-8
O=C(Nc1ccccc1)c1ccccc1NC(=O)C1CCCCC1	2	6	-6	8	-4	-2	11	12	-7
O=S1(=O)CCC(NCC2CCCO2)C1 (stereo not drawn)	-2	-15	-10	3	14	-3	-9	15	-5
O=C(C1CCN(C2CC(=O)N(Cc3ccccc3)C2=O)CC1)N1CCCCCC1 (stereo not drawn)	-3	2	6	2	-2	-2	32*	3	-3
O=C(N/N=C/c1cccnc1)c1ccc([N+](=O)[O-])cc1Cl	0	11	-4	1	-8	-3	-1	2	2
COc1cccc(NC(=O)Cn2c(-c3cncs3)nc3ccccc32)c1	-23	3	-3	4	-5	-1	-6	11	-5
CCc1ccc(C2CC(c3ccccc3)n3ncnc3N2)cc1 (stereo not drawn)	7	1	-4	8	-2	1	8	3	-3
N#CCCSc1nc(N2CCOCC2)c2c(c1C#N)CCCC2	-31	-8	-4	16	9	0	9	17	-1
O=C(O)CCc1ccc(-c2ccc(Br)cc2)n1Cc1ccco1	-6	-8	5	5	3	4	0	11	-2

Screening results from PubChem BioAssay.
